OXTR potentiate: potentiates the human oxytocin receptor response; P30559; activation, % at 3 µM; AID 2445; 320,000 tested, 0.061% active; CHO-OTR cells, Fluo-8 calcium fluorescence, potentiator mode; 0% = oxytocin EC15, 100% = EC100;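 active means activation above that plate's cutoff, the mean activation of tested compounds plus 3 SD, cut at about 6.6% in these data, passing the limit was not always enough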;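 further: 100% uses oxytocin at 75 nM as the full agonist control; some results filed as inactive read as strong as hits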
Target sequence (P30559 whole entry, looked up): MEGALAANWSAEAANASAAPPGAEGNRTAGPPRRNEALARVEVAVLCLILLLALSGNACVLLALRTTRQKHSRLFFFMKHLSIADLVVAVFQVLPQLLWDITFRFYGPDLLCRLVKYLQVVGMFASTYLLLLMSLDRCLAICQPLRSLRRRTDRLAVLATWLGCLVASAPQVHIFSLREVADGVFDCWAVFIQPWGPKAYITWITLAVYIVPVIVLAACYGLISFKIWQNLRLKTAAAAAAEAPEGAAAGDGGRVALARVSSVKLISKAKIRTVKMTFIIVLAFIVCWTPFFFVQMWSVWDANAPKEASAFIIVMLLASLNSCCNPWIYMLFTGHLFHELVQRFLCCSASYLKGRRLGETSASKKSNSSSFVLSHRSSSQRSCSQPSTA
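Material: CHO-OTR cells, human receptor; compound dosing: single dose, 3.0 µM nominal final compound concentration; schedule: 6 min compound pre-incubation at room temperature, 100 s kinetic read; measured by: kinetic Fluo-8 calcium fluorescence; read-out basis: % activation vs EC15 and EC100 oxytocin; controls: EC15 oxytocin alone as 0%, 75 nM oxytocin as 100%; replicates: singlicate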
OXTR ag: human OXTR agonism; P30559; CHO-OTR cells, Fluo-8 calcium fluorescence; normalized: DMSO 0%, oxytocin 100%; activation, % at 3 µM; 320,000 tested, 0.32% active; AID 2435;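 active means activation above the mean of all tested compounds plus 3 SD, cutoff set per screening run, cut at about 20% in these data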;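 further: peak over basal fluorescence ratio from a 100 s FLIPR kinetic read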
M1 ag parental: M1 agonist counterscreen hit in parental CHO-K1 cells; Fluo-8 calcium fluorescence; scaled to maximal ATP response, vehicle zero; activation, % at 3 µM; 360,000 tested, 0.48% active; in the data active means activation above about 15%;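 further: untransfected CHO-K1 host cells lacking M1 receptor as counterscreen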
GPR7 antagonist: human neuropeptides B/W receptor 1 antagonism; GPR7-expressing cells, fluorescence antagonist assay; inhibition, % at 4.4 µM; 290,000 tested, 1.1% active; in the data active means inhibition above about 16%, passing the limit was not always enough;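 further: cells stimulated with the agonist NPW; 0% = agonist with vehicle and 100% = vehicle without agonist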
Target sequence (P48145 whole entry, looked up): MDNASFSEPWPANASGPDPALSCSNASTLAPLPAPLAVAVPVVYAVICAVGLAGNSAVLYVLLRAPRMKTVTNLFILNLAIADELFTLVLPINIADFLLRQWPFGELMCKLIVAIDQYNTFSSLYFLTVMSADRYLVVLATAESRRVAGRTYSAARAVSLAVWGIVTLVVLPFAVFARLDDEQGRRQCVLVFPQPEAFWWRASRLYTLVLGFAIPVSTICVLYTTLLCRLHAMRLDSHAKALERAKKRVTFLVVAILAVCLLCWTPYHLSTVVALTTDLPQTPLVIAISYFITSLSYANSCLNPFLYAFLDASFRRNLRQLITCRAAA
TAAR1 antag: antagonists of human TAAR1 | Q96RJ0 | CHO RD-HGA16 TAAR1, Fluo-8 calcium fluorescence, antagonist | inhibition, % at 3 µM | 360,000 tested, 1.5% active | AID 624466;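 active means inhibition above a per-plate cutoff, the mean inhibition of test compounds on that plate plus 3 SD, cut at about 49% in these data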;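 further: 0% = DMSO plus EC80 beta-PEA response and 100% = DMSO alone without agonist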
Target sequence (Q96RJ0 whole entry, looked up): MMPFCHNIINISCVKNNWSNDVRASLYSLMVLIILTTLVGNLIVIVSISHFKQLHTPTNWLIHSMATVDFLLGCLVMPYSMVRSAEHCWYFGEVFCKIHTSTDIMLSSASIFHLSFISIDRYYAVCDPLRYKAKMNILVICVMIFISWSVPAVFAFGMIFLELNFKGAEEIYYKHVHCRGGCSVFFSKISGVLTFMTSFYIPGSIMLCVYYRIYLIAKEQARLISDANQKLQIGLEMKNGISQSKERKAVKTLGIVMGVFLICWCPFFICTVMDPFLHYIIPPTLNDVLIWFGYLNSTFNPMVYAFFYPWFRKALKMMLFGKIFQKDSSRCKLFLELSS
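Assay system: CHO-derived RD-HGA16 cells stably expressing human TAAR1 plus Gα16. Timing: 140 s kinetic read after compound, 140 s after agonist. Technique: kinetic Fluo-8 calcium fluorescence measurement. Measure: % inhibition of agonist calcium response.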
CHO parental Ca: counter-screen for OX1R antagonists: effect in parental CHO cells | inhibition, % at 5.6 µM | 330,000 tested, 0.63% active | parental CHO-K1, ATP-induced calcium, Fluo-8 fluorescence;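 active means inhibition above that plate's mean sample inhibition plus 3 SD, cut at about 26% in these data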;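 further: 0% = ATP-challenged DMSO wells and 100% = DMSO wells without ATP; some compounds past the cut are filed as inactive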
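Assay system – parental CHO cells · Reagent – ATP stimulus · Detection – intracellular calcium via Fluo-8 no-wash fluorescent dye · Evaluation – percent inhibition of ATP-evoked calcium rise, normalized to controls · Controls – ATP wells versus no-ATP DMSO wells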
M1 PAM parental: M1 PAM counterscreen hit in parental CHO-K1 cells; ATP EC20, Fluo-8 calcium fluorescence; 0% at ATP EC20, 100% at ATP max; activation, % at 3 µM; 360,000 tested, 0.02% active; AID 602247;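 active means activation above the run cutoff, the mean activation of all test compounds plus 3 SD, cut at about 40% in these data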;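 further: peak over basal fluorescence ratio in a 140 s read after ATP addition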
V1aR counter: V1a receptor agonism, counter-screen for OXTR agonists | P37288 | CHO-V1R cells, Fluo-8 calcium fluorescence, agonist mode; 0% DMSO, 100% 3 nM vasopressin | activation, % at 3 µM | 320,000 tested, 0.25% active;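 active means activation above the mean activation of all tested compounds plus 3 SD, per screening run, cut at about 20% in these data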;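 further: signal is peak over basal fluorescence ratio across a 100 second FLIPR read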
CHO-K1 Ca antag: counter-screen for M1 antagonists: effect in parental CHO-K1 cells; 360,000 tested, 0.6% active; inhibition, % at 3 µM; ATP-induced calcium, Fluo-8 fluorescence;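 active means inhibition above a per-plate cutoff, the plate's mean sample inhibition plus 3 SD, cut at about 24% in these data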;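 further: 0% = DMSO plus EC80 ATP and 100% = DMSO alone without ATP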
* hit, by the source's call; nt = not tested or not shown; & = joins results of further samples.

entry	structure	OXTR potentiate	OXTR ag	M1 ag parental	GPR7 antagonist	TAAR1 antag	CHO parental Ca	M1 PAM parental	V1aR counter	CHO-K1 Ca antag
1	CN1N=C(C(C)(C)C)CSC1=Nc1ccc(F)cc1	0	-3.2	-0.2	-9	21	-10	18	-0.8	-13
2	Cc1ccc(OC(=O)C2CSC3(C)CCC(=O)N23)c(Br)c1 (stereo not drawn)	-6	-0.9	-0.4	nt	-25	-2	-24	-0.9	10
3	Cc1cccc(C(=O)Nc2ccc(C(=O)/C=C/c3cccs3)cc2)c1	-16	-1.4	0.9	23	60*	-14	9	0.9	-9
4	O=C1C(=Cc2cccc(Cl)c2)Cc2ccccc21	nt	nt	0.5	nt	-10	nt	23	nt	-14
5	CCc1nn(C(C)C(=O)N2CCN(c3ccc(OC)cc3)CC2)c(=O)c2cc3occc3n12 (stereo not drawn)	-1	3.6	0.3	-5	-13	-16	7	4.6	-11
6	COc1ccc(C(C(=O)NCc2ccc(F)cc2)N(Cc2cccnc2)C(=O)c2snc(C(N)=O)c2N)cc1 (stereo not drawn)	-1	0.1	4.7	-9	35	-11	-1	-0.2	-5
7	COc1ccc(CC(=O)Nc2ccc(-c3nnc(-c4ccc(C)cc4)o3)cc2)cc1	-1	0.7	0.9	-2	13	-4	10	-0.3	-10
8	CN(C)C(=O)c1cccc(-c2cc(NC=O)c3ncc(-c4ccc(F)c(Cl)c4)n3c2)c1	nt	nt	1.5	nt	-7	nt	22	nt	-6
9	O=c1ccn([C@@H]2O[C@H](CNCc3cccc4c3sc3ccccc34)[C@@H](O)[C@H]2O)c(=O)[nH]1	nt	nt	0.4	nt	-22	nt	16	nt	-12
10	COc1cccc(S(=O)(=O)N(C)C[C@@H]2OCc3cn(nn3)CCCC(=O)N([C@@H](C)CO)C[C@H]2C)c1	nt	nt	0.1	nt	-12	nt	1	nt	-5
11	Cc1ccc(NC(=O)CC2SC3=NCCCN3C2=O)c(C)c1 (stereo not drawn)	-15	0.8	1.5	-19	2	-34	10	2.9	-10
12	O=C(COc1ccccc1)Nc1nccs1	5	0.1	-0.1	-18	-21	-7	3	1.6	-9
13	CN1c2ccccc2C(C)(C)C12CC(c1ccc(Cl)c(S(=O)(=O)N3CCCC3)c1)=NO2 (stereo not drawn)	6	-0.1	nt	-4	nt	-9	nt	-0.1	nt
14	COC(=O)CCN(C(=O)c1ccc2c(c1)OCO2)c1ccccn1	-7	-0.1	0.1	-10	2	3	11	0.3	-5
15	O=C(NC(=S)NC1CCCCCC1)c1cncc(Br)c1	-3	-2.0	2.3	-10	-23	-34	4	0.0	4
16	CCCn1cnc2c(N)c(C)c(C)cc21	3	0.1	0.0	-9	7	-4	10	0.3	-2
17	COC(CNC(=O)C1CCN(C(=O)c2cc3oc(C)cc3n2Cc2c(F)cccc2Cl)CC1)OC	-11	3.3	2.6	-8	-18	0	22	1.5	-2
18	Cc1ccc(S(=O)(=O)N2CCN(C(=O)/C=C/c3ccco3)CC2)cc1	0	0.7	1.5	-7	9	-5	9	-0.5	-5
19	Cc1cc(C)c(S(=O)(=O)c2ccccc2C)c(OCCO)n1	-10	-1.3	0.2	-7	1	-7	-7	-0.1	3
20	COc1cc(S(=O)(=O)N2CCN(c3ccccc3)CC2)ccc1F	-3	1.1	1.1	3	8	17	17	1.2	-11
21	CSc1nsc(SCC(=O)Nc2ccc(F)cc2F)n1	-3	-1.6	0.8	-14	-4	-13	14	0.7	-23
22	Cc1ccccc1Sc1ccc(N)cn1	-6	0.3	4.1	nt	-18	1	2	0.8	-1
23	Cc1ccc(-c2nc3ccccc3c(=O)n2CCCN2CCOCC2)cc1	-19	-1.4	1.0	-10	0	-17	12	0.3	-14
24	CCOC(=O)c1cc(NC(=O)Nc2nccs2)c(C)nc1C	-11	2.4	1.9	-8	1	-15	0	2.5	1
25	CCn1ccnc1CN(C)Cc1cn(C)nc1-c1ccccc1F	1	0.0	-0.5	-4	-14	-10	-12	1.6	9
26	C=CCC1(C(=O)N(C)Cc2ccccc2)CCN(C(=O)OC(C)(C)C)CC1	3	-0.2	-0.7	nt	5	-18	4	-0.7	-8
27	Cc1cc(C)c2nc(-c3ccccn3)cc(C(=O)Nc3ccc(S(=O)(=O)Nc4onc(C)c4C)cc3)c2c1	-1	-2.0	1.1	-1	nt	-15	24	0.0	-6
28	CC(C)C(NC(=O)c1ccc(Cl)c([N+](=O)[O-])c1)C(=O)NCc1ccccn1 (stereo not drawn)	-3	2.4	3.7	nt	-10	-17	8	2.5	7
29	COc1ccc(CNC(=O)CSc2n[nH]c(N)n2)cc1	-7	0.3	0.0	2	-25	-1	-17	-0.2	3
30	CC(=O)OCC1=C(C(=O)O)N2C(=O)C(NC(=O)COc3ccc(F)cc3)C2SC1 (stereo not drawn)	nt	nt	0.0	nt	-8	nt	-5	nt	-12
31	COc1ncccc1C(=O)N1CCCC(N2CCN(c3cccc(Cl)c3)CC2)C1 (stereo not drawn)	-5	0.7	4.2	-7	-10	-17	-16	1.7	13
32	COC(=O)c1ccc(-c2noc(CN(Cc3ccccn3)CC3CCCO3)n2)cc1 (stereo not drawn)	-7	-0.7	2.7	-16	-15	-10	27	1.3	-15
33	Cc1ccc(C)c(NC(=O)CCN2CCN(CCO)CC2)c1	-4	0.3	0.6	-22	0	-6	6	0.7	0
34	CC(C)CCN1C(=O)c2ccc(C(=O)Nc3ccccn3)cc2C1=O	3	-0.1	0.8	-17	-16	-12	4	0.5	-4
35	CCOc1ncccc1C(=O)Nc1ccc(C(=O)Nc2ccc(OC)cc2)cc1	-9	0.0	0.3	nt	8	-14	19	0.9	-17
36	Cc1cc(N2CCN(C(=O)c3ccco3)CC2)n2ncnc2n1	-13	1.0	0.8	-4	-2	2	17	1.0	-7
37	CCOC(=O)c1ccccc1Nc1cn(C(C)=O)c2ccccc12	-3	1.3	0.6	-16	1	-29	20	3.6	-12
38	O=C(NCc1cccnc1)c1csc([C@@H]2O[C@H](CO)[C@H](O)[C@H](O)[C@H]2O)n1	nt	nt	0.5	nt	-6	nt	14	nt	-14
39	Cc1ccc2cc(CN(Cc3ccc4c(c3)OCO4)Cc3nnnn3Cc3ccco3)c(=O)[nH]c2c1	-24	-1.0	0.6	-7	47	-14	7	-0.3	-9
40	Cc1ccc2nc3c(cc(C(N)=S)c(=N)n3CCCOC(C)C)c(=O)n2c1	5	-1.4	1.4	-8	0	-34	21	0.3	-16
41	Fc1ccc2c(c1)C(c1cccnc1)=NNC(c1cccs1)=N2	3	-2.2	0.4	-3	-8	-23	16	-0.3	-4
42	c1ccc(COc2nsnc2N2CCOCC2)cc1	4	-0.5	-0.5	-18	-18	-5	7	-0.3	5
43	COc1cccc(NC(=S)N2CCN(C)CC2)c1	0	0.8	1.1	-11	-2	4	17	1.0	12
44	O=C1CCc2cc(S(=O)(=O)NCc3ccc(F)cc3)cc3c2N1CCC3	-17	1.6	4.1	nt	3	-8	18	3.8	-6
45	O=C1CN(C(=O)COC(=O)c2ccc(N3CCCCCC3)c([N+](=O)[O-])c2)c2ccccc2N1	-3	-0.6	2.5	3	-10	-21	21	-0.2	0
46	O=C(Cc1ccsc1)NNC(=O)c1ccccc1Cl	-4	-0.3	-0.1	nt	-10	0	10	-0.9	-4
47	COc1ccc(C2CC(c3cccs3)=NN2C(=O)CSc2nc(=O)n3cc(C)ccc3n2)cc1 (stereo not drawn)	-1	-0.4	2.3	nt	-7	-13	26	-1.0	-7
48	CCN1CCc2c(OCC(=O)N3CCCCC3)cccc2C1=O	-16	-0.6	0.3	-20	-3	5	-9	-0.3	-11
49	CCn1cnc2c1c(=O)n(Cc1nnc3n1-c1ccccc1SC3)c(=O)n2Cc1ccccc1	-2	0.5	1.5	-9	-6	-1	11	-0.7	-1
50	Cc1ccc(C)c(NC(=O)CN(C)C(=O)C2CCN(S(=O)(=O)c3ccc4c(c3)OCCO4)CC2)c1	-8	-0.4	0.2	nt	-6	-14	0	-0.7	11
51	COc1ccc2c(-c3ccc(S(N)(=O)=O)cc3)c(-c3ccc(S(C)(=O)=O)cc3)sc2c1	-5	3.5	1.5	nt	36	24	9	2.0	-2
52	CCOCCCNS(=O)(=O)c1cc2[nH]c3c(c2cc1C)C(=O)CC(C)(C)C3	1	0.5	3.7	-10	-3	5	12	0.6	-15
53	Cc1nnc(SCC(=O)Nc2nsc(-c3ccccc3)n2)s1	-5	-0.4	1.7	-4	23	3	4	-0.8	-14
54	CCN(C(=O)COC(=O)c1cc(NS(=O)(=O)c2ccc(Cl)c([N+](=O)[O-])c2)ccc1O)C1CCCCC1	-4	0.0	5.2	-13	-7	-4	26	-0.7	-6
55	O=C(/C=C/c1cccc(Br)c1)Nc1nn[nH]n1	-2	0.0	nt	-12	11	-10	nt	0.6	nt
56	Cc1ccc(S(=O)(=O)CCC(=O)Nc2cccc(C)c2)cc1	-7	-1.8	0.9	-10	-1	-5	18	1.4	-10
57	O=S(=O)(c1cccc(F)c1)N1CCN(C(=S)NCc2ccccc2)CC1	-4	4.9	0.3	6	5	-4	8	6.0	-7
58	Cc1ccc(NC(=O)CS(=O)(=O)c2c[nH]c3ccccc23)c(C)c1	-15	-1.7	0.2	-9	-12	-10	17	-1.2	-6
59	COC(=O)[C@@]12CCCCN1[C@H](c1ccc(-c3cccc(Cl)c3)cc1)[C@H]1C(=O)N(C)C(=O)[C@H]12	-5	-0.8	0.3	nt	-22	-17	8	-1.1	-10
60	CC(=O)Oc1ccc(-c2csc(Nc3cccnc3)n2)cc1	-9	1.0	2.0	-2	9	-11	-2	0.0	3

The listing continues:
entry	structure	OXTR potentiate	OXTR ag	M1 ag parental	GPR7 antagonist	TAAR1 antag	CHO parental Ca	M1 PAM parental	V1aR counter	CHO-K1 Ca antag
61	COC(=O)c1ccc(N(CC(=O)NC2CCCCC2)C(=O)CNC(=O)c2ccco2)cc1	-5	0.6	-0.8	11	-3	-19	13	0.4	-10
62	COc1cc(C(=O)NCCNC(=O)c2ccco2)cc(OC)c1OC	nt	nt	-0.3	nt	-36	nt	9	nt	-16
63	O=C1SC(SC(=Nc2ccccc2)Nc2ccccc2)C(=O)N1c1ccccc1 (stereo not drawn)	-1	-2.0	1.3&0.6	0	-1	-9	21&15	0.5	-10&-9
64	Cc1ccc(OCCC(=O)NNC(=O)c2nn(C)c(=O)c3ccccc23)cc1	-2	-1.3	0.8	nt	-11	-16	7	0.2	-21
65	COc1ccc2c(CC(=O)NC3CCCc4ccccc43)coc2c1 (stereo not drawn)	-3	-2.0	-0.2	-7	-19	-18	17	-0.5	-10
66	CCCCOc1ccc(S(=O)(=O)NC(=O)C2(C)CCN2C(=O)Cc2cccs2)cc1 (stereo not drawn)	nt	nt	0.0	nt	-22	nt	20	nt	-12

From PubChem BioAssay
